697 NFkB inh = lowers PMA/ionomycin-induced NF-kB signal in 697 B cells; inhibition, % at 4 µM; 330,000 tested, 0.33% active; 697 B-cell NF-kB luciferase reporter, 16 h; in the data active = inhibition above about 35%
Mdm2 MdmX PPI = inhibitors of human Mdm2/MdmX interaction | O15151+Q00987 | SaOS-2 split-luciferase Mdm2/MdmX complementation, luminescence | 330,000 tested, 3% active | inhibition, % at 8 µM;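 active = inhibition of at least 50% at 8 µM in the primary screen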
Target sequence (O15151 whole entry, looked up): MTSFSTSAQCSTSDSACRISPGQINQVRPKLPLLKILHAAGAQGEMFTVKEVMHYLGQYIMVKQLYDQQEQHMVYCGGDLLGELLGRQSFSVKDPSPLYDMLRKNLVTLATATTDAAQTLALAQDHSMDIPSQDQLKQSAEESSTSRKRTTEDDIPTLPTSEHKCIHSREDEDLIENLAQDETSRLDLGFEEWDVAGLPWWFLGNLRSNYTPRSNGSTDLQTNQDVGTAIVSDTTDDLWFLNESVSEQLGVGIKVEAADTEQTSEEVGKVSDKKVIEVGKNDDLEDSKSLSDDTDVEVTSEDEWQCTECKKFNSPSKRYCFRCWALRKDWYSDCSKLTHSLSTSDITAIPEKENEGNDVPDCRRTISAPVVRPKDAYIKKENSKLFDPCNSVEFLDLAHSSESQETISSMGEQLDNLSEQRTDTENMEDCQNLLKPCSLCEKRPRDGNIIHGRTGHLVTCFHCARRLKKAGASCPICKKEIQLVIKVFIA
Target sequence (Q00987 whole entry, looked up): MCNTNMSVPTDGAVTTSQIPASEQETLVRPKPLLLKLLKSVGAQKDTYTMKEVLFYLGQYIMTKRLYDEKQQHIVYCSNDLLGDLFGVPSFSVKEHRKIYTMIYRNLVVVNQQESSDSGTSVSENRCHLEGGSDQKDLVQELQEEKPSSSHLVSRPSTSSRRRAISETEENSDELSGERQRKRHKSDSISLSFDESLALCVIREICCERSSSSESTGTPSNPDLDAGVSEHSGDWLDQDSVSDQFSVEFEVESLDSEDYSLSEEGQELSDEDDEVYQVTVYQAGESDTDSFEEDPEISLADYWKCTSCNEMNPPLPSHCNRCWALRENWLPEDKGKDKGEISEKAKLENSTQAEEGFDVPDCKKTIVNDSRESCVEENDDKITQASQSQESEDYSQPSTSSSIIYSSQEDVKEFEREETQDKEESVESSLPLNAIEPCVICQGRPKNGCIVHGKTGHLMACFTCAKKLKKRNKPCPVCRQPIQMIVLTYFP
tim23-1 inh = inhibits growth of tim23-1 mutant yeast | S. cerevisiae tim23-1 growth, BacTiter-Glo luminescence, 24 h | 330,000 tested, 1.3% active | AID 463212 | inhibition, % at 20 µM;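 active = growth inhibition of the mutant yeast at or above 50%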;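 also: temperature-sensitive mutant grown at 25 °C; plate controls were DMSO-treated mutant yeast for no effect and medium wells lacking yeast for full effect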
tim10-1 inh = tim10-1 yeast growth inhibition | inhibition, % at 20 µM | 330,000 tested, 2.2% active | AID 463190 | S. cerevisiae tim10-1 ts strain growth, BacTiter-Glo, 24 h;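 active = inhibition of at least 40%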;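 also: mutant grown at 25 °C; 0% = DMSO wells with yeast and 100% = wells holding no yeast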
UPR CHOP act = activators of apoptotic arm of unfolded protein response (CHOP); 330,000 tested, 0.34% active; activation, % at 10 µM; CHO-CHOP luciferase reporter, UPR activation, luminescence; percent of tunicamycin response over DMSO baseline;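 active = at 10 µM dose, activation of 40% or more, normalized to positive control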;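 also: 100% = tunicamycin at 10 µg/mL and 0% = DMSO alone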
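System: CHO CHOP reporter cells. Amount: 500 cells per well. Buffer or medium: F12 medium, 10% FBS. Compound dosing: one dose, 10 µM in 0.5% DMSO. Incubation: 6 h compound exposure at 37 °C after overnight seeding. Technique: Steady-Glo luciferase luminescence. Benchmarks: tunicamycin and DMSO controls.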
TIM10 inh = TIM10 yeast growth inhibition; S. cerevisiae TIM10 strain growth, BacTiter-Glo luminescence, 24 h; inhibition, % at 10 µM; 330,000 tested, 1.4% active;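 active = inhibition of 40% or more at the single tested concentration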;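 also: wild-type TIM10 isogenic control strain grown at permissive 25 °C; 0% = DMSO yeast wells and 100% = minimal medium wells without yeast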
UPR XBP1 act = activators of adaptive arm of unfolded protein response (XBP1). CHO-XBP1 luciferase reporter, IRE1-XBP1 UPR activation, luminescence; percent of tunicamycin response, DMSO as zero. activation, % at 20 µM. 330,000 tested, 0.33% active. AID 463104;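 active = versus positive control, 20 µM dose yields 30% or more activation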;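 also: 100% = tunicamycin at 10 µg/mL and 0% = DMSO only wells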
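Assay system: CHO-XBP1 luciferase reporter cells; Schedule: 6 h treatment, 37 °C; Detection: glow luminescence from Steady-Glo reagent; Benchmarks: high control tunicamycin 10 µg/mL final, low control DMSO vehicle only.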
Jurkat NFkB inh = inhibitors of the PMA/ionomycin-induced NF-kB reporter in Jurkat cells; PMA/ionomycin-induced NF-kB luciferase reporter, luminescence; inhibition, % at 4 µM; 330,000 tested, 0.53% active; AID 435003; in the data active = inhibition above about 50%
Starred values were filed as active, the others as inactive.

What do the screens show for `COC(=O)c1c(-c2ccccc2)csc1N1C(=O)Nc2ccccc2N1O`?
697 NFkB inh: -50; Mdm2 MdmX PPI: -68; tim23-1 inh: 27; tim10-1 inh: 14; UPR CHOP act: -1.3; TIM10 inh: 15; UPR XBP1 act: 4; Jurkat NFkB inh: -37

What do the screens show for `CCCNC(=O)c1nnsc1S(=O)(=O)c1ccc(Cl)cc1`?
697 NFkB inh: -8; Mdm2 MdmX PPI: 96*; tim23-1 inh: 64*; tim10-1 inh: 75*; UPR CHOP act: -5.3; TIM10 inh: 76*; UPR XBP1 act: -9; Jurkat NFkB inh: 29

Results for COc1ccc(C(=O)Nc2cccc(C(C)=O)c2)cc1OC ?
697 NFkB inh: 4; Mdm2 MdmX PPI: 12; tim23-1 inh: 20; tim10-1 inh: 13; UPR CHOP act: 1.8; TIM10 inh: 11; UPR XBP1 act: 3; Jurkat NFkB inh: -10

What do the screens show for `O=[N+]([O-])c1ccc2c(c1)C(O)n1ncnc1S2` (stereo not drawn)?
697 NFkB inh: 6; Mdm2 MdmX PPI: -1; tim23-1 inh: 2; tim10-1 inh: -2; UPR CHOP act: -0.9; TIM10 inh: -8; UPR XBP1 act: -3; Jurkat NFkB inh: 4

How did COc1cc2cc(C(c3nnnn3C3CCCC3)N3CCCCCC3)c(=O)[nH]c2cc1OC (stereo not drawn) do in these assays?
697 NFkB inh: -9; Mdm2 MdmX PPI: -3; tim23-1 inh: 15; tim10-1 inh: 11; UPR CHOP act: -0.6; TIM10 inh: 12; UPR XBP1 act: 0; Jurkat NFkB inh: -4

How did COc1cc(OC)cc(C(=O)NCCSC2CCCCC2)c1 do in these assays?
697 NFkB inh: 0; Mdm2 MdmX PPI: 2; tim23-1 inh: 7; tim10-1 inh: 19; UPR CHOP act: -0.3; TIM10 inh: 22; UPR XBP1 act: -4; Jurkat NFkB inh: 1

What do the screens show for `COc1ccc(C(CC(=O)O)NC(=O)OC(C)(C)C)cc1` (stereo not drawn)?
697 NFkB inh: 2; Mdm2 MdmX PPI: 14; tim23-1 inh: 14; tim10-1 inh: 1; UPR CHOP act: -0.7; TIM10 inh: 16; UPR XBP1 act: -4; Jurkat NFkB inh: -2

Results for COc1ccc(C(=O)Nc2ccc(S(=O)(=O)Nc3cc(C)nc(C)n3)cc2)cc1 ?
697 NFkB inh: 6; Mdm2 MdmX PPI: -36; tim23-1 inh: 4; tim10-1 inh: 11; UPR CHOP act: -0.8; TIM10 inh: 2; UPR XBP1 act: -1; Jurkat NFkB inh: -15

How did CC(C)CC(=O)NC(c1ccccc1)c1c(O)ccc2ccccc12 (stereo not drawn) do in these assays?
697 NFkB inh: 1; Mdm2 MdmX PPI: 11; tim23-1 inh: 16; tim10-1 inh: 19; UPR CHOP act: 0.8; TIM10 inh: 5; UPR XBP1 act: -5; Jurkat NFkB inh: -15

Results for Cc1cc(C(=O)CSc2nnnn2C)c(C)n1Cc1ccco1 ?
697 NFkB inh: -51; Mdm2 MdmX PPI: -15; tim23-1 inh: 18; tim10-1 inh: 9; UPR CHOP act: 1.1; TIM10 inh: 5; UPR XBP1 act: 1; Jurkat NFkB inh: -47

How did CCOc1ccc(NC(=O)CCn2c(=S)oc3ccccc32)cc1 do in these assays?
697 NFkB inh: 4; Mdm2 MdmX PPI: 37; tim23-1 inh: -5; tim10-1 inh: -15; UPR CHOP act: -1.0; TIM10 inh: -3; UPR XBP1 act: -2; Jurkat NFkB inh: -15

How did COc1ccc(C2=NOC(C(=O)N(C)Cc3ccccc3)C2)cc1 (stereo not drawn) do in these assays?
697 NFkB inh: -3; Mdm2 MdmX PPI: 9; tim23-1 inh: -6; tim10-1 inh: 14; UPR CHOP act: -1.4; TIM10 inh: -9; UPR XBP1 act: 3; Jurkat NFkB inh: -6

Results for Cc1ccc(/C=N/NC(=O)CNC(=O)c2ccc(S(=O)(=O)N(C)C)cc2)o1 ?
697 NFkB inh: -31; Mdm2 MdmX PPI: -43; tim23-1 inh: 6; tim10-1 inh: 21; UPR CHOP act: -2.2; TIM10 inh: -10; UPR XBP1 act: 0; Jurkat NFkB inh: -6

How did N#CC1(c2ccccc2)CCC(=NNS(=O)(=O)c2ccccc2)CC1 (stereo not drawn) do in these assays?
697 NFkB inh: 0; Mdm2 MdmX PPI: 17; tim23-1 inh: 14; tim10-1 inh: -1; UPR CHOP act: -1.7; TIM10 inh: 3; UPR XBP1 act: 0; Jurkat NFkB inh: -11

Results for COC(=O)c1ccc(COc2ccccc2/C=N/O)o1 ?
697 NFkB inh: 8; Mdm2 MdmX PPI: 7; tim23-1 inh: 7; tim10-1 inh: -6; UPR CHOP act: 2.2; TIM10 inh: -2; UPR XBP1 act: 1; Jurkat NFkB inh: -4

Results for CC1CCN(C(=O)Cn2nnc(-c3ccc(C(C)C)cc3)n2)CC1 ?
697 NFkB inh: -3; Mdm2 MdmX PPI: 34; tim23-1 inh: 33; tim10-1 inh: 35; UPR CHOP act: 2.1; TIM10 inh: 18; UPR XBP1 act: 0; Jurkat NFkB inh: -1

Results for CC1=NN(c2ccccc2)C(=O)/C1=C\c1cc(C)n(-c2ccccc2)c1C ?
697 NFkB inh: -52; Mdm2 MdmX PPI: 20; tim23-1 inh: 16; tim10-1 inh: 22; UPR CHOP act: 8.8; TIM10 inh: 0; UPR XBP1 act: 1; Jurkat NFkB inh: -36

Results for CCOC(=O)c1ccc(NC(=S)N(CCCN(CC)CC)Cc2ccco2)cc1 ?
697 NFkB inh: -8; Mdm2 MdmX PPI: 0; tim23-1 inh: 4; tim10-1 inh: 5; UPR CHOP act: -0.9; TIM10 inh: 0; UPR XBP1 act: -1; Jurkat NFkB inh: -6

Results for CCOc1ccc(NC(=O)CNC(=O)c2ccc([N+](=O)[O-])cc2)cc1 ?
697 NFkB inh: 20; Mdm2 MdmX PPI: -16; tim23-1 inh: -6; tim10-1 inh: -49; UPR CHOP act: 0.1; TIM10 inh: -3; UPR XBP1 act: -1; Jurkat NFkB inh: 4

How did CN(CC(=O)Nc1ccc(F)cc1)C(=O)COC(=O)/C=C/c1ccccc1[N+](=O)[O-] do in these assays?
697 NFkB inh: 13; Mdm2 MdmX PPI: -18; tim23-1 inh: 23; tim10-1 inh: 9; UPR CHOP act: -0.9; TIM10 inh: 1; UPR XBP1 act: -4; Jurkat NFkB inh: -4

Reprinted at random: three entries already listed
Results for CCOC(=O)c1ccc(NC(=S)N(CCCN(CC)CC)Cc2ccco2)cc1 ?
697 NFkB inh: -8; Mdm2 MdmX PPI: 0; tim23-1 inh: 4; tim10-1 inh: 5; UPR CHOP act: -0.9; TIM10 inh: 0; UPR XBP1 act: -1; Jurkat NFkB inh: -6

Results for Cc1ccc(/C=N/NC(=O)CNC(=O)c2ccc(S(=O)(=O)N(C)C)cc2)o1 ?
697 NFkB inh: -31; Mdm2 MdmX PPI: -43; tim23-1 inh: 6; tim10-1 inh: 21; UPR CHOP act: -2.2; TIM10 inh: -10; UPR XBP1 act: 0; Jurkat NFkB inh: -6

How did CCOc1ccc(NC(=O)CCn2c(=S)oc3ccccc32)cc1 do in these assays?
697 NFkB inh: 4; Mdm2 MdmX PPI: 37; tim23-1 inh: -5; tim10-1 inh: -15; UPR CHOP act: -1.0; TIM10 inh: -3; UPR XBP1 act: -2; Jurkat NFkB inh: -15

(cont.)
How did C=CCn1c(N2CCCC2)nc2c1c(=O)n(C)c(=O)n2C do in these assays?
697 NFkB inh: -42; Mdm2 MdmX PPI: -29; tim23-1 inh: 9; tim10-1 inh: 5; UPR CHOP act: -0.1; TIM10 inh: 0; UPR XBP1 act: -5; Jurkat NFkB inh: -6

How did NNC(=O)c1ncoc1-c1ccc(Cl)cc1 do in these assays?
697 NFkB inh: 22; Mdm2 MdmX PPI: 6; tim23-1 inh: 17; tim10-1 inh: 13; UPR CHOP act: -2.5; TIM10 inh: 6; UPR XBP1 act: -1; Jurkat NFkB inh: 15

Results for CC(C)N(Cc1ccccc1)C(=O)CN1C(=O)NC2(CCOc3ccccc32)C1=O (stereo not drawn) ?
697 NFkB inh: 23; Mdm2 MdmX PPI: 12; tim23-1 inh: 4; tim10-1 inh: -9; UPR CHOP act: 0.9; TIM10 inh: -2; UPR XBP1 act: -3; Jurkat NFkB inh: 33

Results for CCC(=O)N1CCN(c2ccccc2NC(=O)COc2ccccc2Cl)CC1 ?
697 NFkB inh: 1; Mdm2 MdmX PPI: 21; tim23-1 inh: 14; tim10-1 inh: 22; UPR CHOP act: 1.5; TIM10 inh: 10; UPR XBP1 act: -5; Jurkat NFkB inh: 8

Results for COc1ccc(S(=O)(=O)Nc2ccc(C)cn2)cc1 ?
697 NFkB inh: -4; Mdm2 MdmX PPI: 4; tim23-1 inh: -8; tim10-1 inh: -10; UPR CHOP act: 1.3; TIM10 inh: -6; UPR XBP1 act: -3; Jurkat NFkB inh: -14

Results for COc1cccc(/C=C/C(=O)OCC(=O)Nc2nnc(-c3ccccc3)o2)c1 ?
697 NFkB inh: -6; Mdm2 MdmX PPI: 11; tim23-1 inh: 2; tim10-1 inh: 10; UPR CHOP act: -0.8; TIM10 inh: -7; UPR XBP1 act: -1; Jurkat NFkB inh: 3

Results for COc1ccc(C(=O)NC2CC3CCCC(C2)N3Cc2ccccc2)cc1 (stereo not drawn) ?
697 NFkB inh: -10; Mdm2 MdmX PPI: -27; tim23-1 inh: -11; tim10-1 inh: -26; UPR CHOP act: 3.2; TIM10 inh: -6; UPR XBP1 act: -1; Jurkat NFkB inh: -20

Results for O=C(CSc1ccc2c(c1)OCCO2)NCCN1C(=O)CSC1=O ?
697 NFkB inh: -17; Mdm2 MdmX PPI: -25; tim23-1 inh: -4; tim10-1 inh: 6; UPR CHOP act: 0.5; TIM10 inh: 0; UPR XBP1 act: 0; Jurkat NFkB inh: -18

What do the screens show for `COc1cccc(COc2ccc3c(C)c(Cc4ccccc4)c(=O)oc3c2)c1`?
697 NFkB inh: -22; Mdm2 MdmX PPI: 4; tim23-1 inh: -9; tim10-1 inh: 16; UPR CHOP act: 6.2; TIM10 inh: 17; UPR XBP1 act: -1; Jurkat NFkB inh: -5

How did Cc1ccc(Cn2nnnc2CN2CCC(NC(=O)c3ccccc3F)CC2)cc1 do in these assays?
697 NFkB inh: -31; Mdm2 MdmX PPI: 6; tim23-1 inh: 6; tim10-1 inh: 27; UPR CHOP act: 1.6; TIM10 inh: -7; UPR XBP1 act: 1; Jurkat NFkB inh: -8

How did COc1ccccc1C(=O)NCC(c1cccnc1)N(C)C (stereo not drawn) do in these assays?
697 NFkB inh: 19; Mdm2 MdmX PPI: 4; tim23-1 inh: 11; tim10-1 inh: 3; UPR CHOP act: -1.4; TIM10 inh: 7; UPR XBP1 act: -5; Jurkat NFkB inh: 4

What do the screens show for `O=[N+]([O-])c1ccc(N/N=C/C=C/c2ccco2)cc1`?
697 NFkB inh: -14; Mdm2 MdmX PPI: -46; tim23-1 inh: 38; tim10-1 inh: 20; UPR CHOP act: 5.3; TIM10 inh: 18; UPR XBP1 act: 5; Jurkat NFkB inh: -27

How did COc1ccc(CCNC(=O)CN(c2ccc(OC)c(OC)c2)S(=O)(=O)c2ccc(C)cc2)cc1 do in these assays?
697 NFkB inh: -12; Mdm2 MdmX PPI: 15; tim23-1 inh: 20; tim10-1 inh: 11; UPR CHOP act: -1.0; TIM10 inh: 13; UPR XBP1 act: -2; Jurkat NFkB inh: 7

What do the screens show for `O=C(/C=C/c1ccco1)N(Cc1cccc(Cl)c1)C1CCS(=O)(=O)C1` (stereo not drawn)?
697 NFkB inh: -7; Mdm2 MdmX PPI: 9; tim23-1 inh: 13; tim10-1 inh: 14; UPR CHOP act: -0.7; TIM10 inh: 11; UPR XBP1 act: -6; Jurkat NFkB inh: 14

Results for O=C(CN1CCN(CC(=O)Nc2ccc(Cl)cc2)CC1)Nc1ccc(F)cc1 ?
697 NFkB inh: 13; Mdm2 MdmX PPI: 12; tim23-1 inh: 2; tim10-1 inh: 5; UPR CHOP act: 2.3; TIM10 inh: 3; UPR XBP1 act: -1; Jurkat NFkB inh: 5

High-throughput results from PubChem BioAssay.
